# Screening data deposited in PubChem by National Center for Advancing Translational Sciences (NCATS).
# JMJD2A Tudor inh – qHTS Assay for Inhibitors of JMJD2A-Tudor Domain; Lysine-specific demethylase 4A (Homo sapiens), O75164; AlphaScreen JMJD2A-Tudor / H3K4me3 peptide binding; Potency, µM (top dose mostly 114 µM), for inactives: top-dose activity change, negative = inhibition, most hits filed as inhibitors; actives 4.4% (n = 390,000); note: potency is the fitted concentration of half-maximal effect; % is set by controls: 0 for no effect and ±100 for the full control effect; nearly all actives have a fitted effect of over 50% in size
# GLS inh – qHTS for Inhibitors of Glutaminase (GLS). Glutaminase kidney isoform, mitochondrial (Homo sapiens), O94925. GLS enzymatic activity, qHTS titration. Potency, µM (top dose mostly 45.5 µM), for inactives: at the highest dose activity change, negative = inhibition, actives largely listed as inhibitors. actives 0.21% (n = 410,000). AID 624170, 2012; note: potency is the fitted concentration of half-maximal effect; % is set by controls: 0 for no effect and ±100 for the full control effect
# Target sequence (O94925 whole entry, looked up, canonical isoform): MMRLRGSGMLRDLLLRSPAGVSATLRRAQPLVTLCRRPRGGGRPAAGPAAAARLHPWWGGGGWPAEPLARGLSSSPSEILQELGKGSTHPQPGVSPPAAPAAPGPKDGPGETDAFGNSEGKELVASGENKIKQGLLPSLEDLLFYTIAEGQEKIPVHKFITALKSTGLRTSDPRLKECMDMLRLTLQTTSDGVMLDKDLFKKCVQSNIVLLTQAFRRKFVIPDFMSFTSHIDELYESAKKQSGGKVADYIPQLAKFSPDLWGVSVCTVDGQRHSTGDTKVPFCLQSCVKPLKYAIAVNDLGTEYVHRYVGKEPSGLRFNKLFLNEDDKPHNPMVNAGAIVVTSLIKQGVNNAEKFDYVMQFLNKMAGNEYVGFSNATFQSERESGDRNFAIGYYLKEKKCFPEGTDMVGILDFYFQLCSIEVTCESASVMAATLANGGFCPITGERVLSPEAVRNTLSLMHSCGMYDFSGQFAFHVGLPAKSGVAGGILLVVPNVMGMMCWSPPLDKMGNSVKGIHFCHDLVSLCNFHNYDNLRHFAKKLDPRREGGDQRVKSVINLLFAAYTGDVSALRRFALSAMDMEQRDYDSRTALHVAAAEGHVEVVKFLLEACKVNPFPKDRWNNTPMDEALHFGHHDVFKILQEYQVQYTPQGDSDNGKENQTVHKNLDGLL
#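 hKGA in 45 mM KH2PO4 (pH 8.2), 0.02% Tween-20 with compound, then 1mM L-Glutamine (stock as added) plus glutamate oxidase/HRP/Amplex red coupling mix. Fluorescence read initially and after 30 min at RT; signal change reflects glutamate formation.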
# G9a block – qHTS Assay for Inhibitors of Histone Lysine Methyltransferase G9a | Histone-lysine N-methyltransferase EHMT2 (Homo sapiens), Q96KQ7 | G9a H3K9 monomethylation, AlphaScreen, 2 h | Potency, µM (titrated, usually from 102 µM), for the others: at the highest dose activity, negative = inhibition, usual class: inhibitors | actives 8.8% (n = 350,000); note: potency is the fitted concentration of half-maximal effect; % is set by controls: 0 for no effect and ±100 for the full control effect; nearly all actives have a fitted effect of over 75% in size
#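 Signal arises when biotinylated H3K9 peptide, once monomethylated, bridges streptavidin donor and antibody-captured acceptor beads. Enzyme at 20 nM was preincubated 15 min with test compounds; peptide 500 nM and SAM 20 uM then reacted for 2 h.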
# Tb PGK inh – qHTS Assay to Find Inhibitors of Phosphoglycerate Kinase; Phosphoglycerate kinase, glycosomal (Trypanosoma brucei brucei), P07378; PGK/GAPDH coupled, Kinase-Glo luminescence, 60 min; Potency, µM (series often up to 57.5 µM), without a hit: at the highest dose activity change, negative = inhibition, usual class: inhibitors; actives 0.043% (n = 380,000); note: potency is the fitted concentration of half-maximal effect; % is set by controls: 0 for no effect and ±100 for the full control effect; nearly all actives have a fitted effect of over 60% in size
#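 Recombinant glycosomal PGK reaction used 1,3-bisphosphoglycerate generated in-well by GAPDH (100nM final) in 100mM TEA pH 7.6, 5mM MgCl2, 0.01% Tween-20. After 60 minutes at room temperature, ATP was read by Kinase-Glo Plus luminescence end-point.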
# PI4K2A block – qHTS for small molecular inhibitors of PI4K2A. Phosphatidylinositol 4-kinase type 2-alpha (Homo sapiens), Q9BTU6. purified PI4K2A, ADP-Glo luminescence, 1 h; active compounds read low. activity change, negative = inhibition, % at 76.9 µM. actives 0.13% (n = 420,000). AID 1346378, 2018; in the data active = activity change below about -50%; inconclusive = mostly about -30% to -49%;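 note: -100% = wells without enzyme as full effect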
#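 Compounds are screened against recombinant PI4K2A using PI as substrate and ATP, the latter dispensed at 300 microM. Reactions run one hour at ambient temperature before ADP-Glo detection; full inhibition defined by wells lacking enzyme.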
# BAZ2B inh – qHTS Assay for Inhibitors of BAZ2B; Bromodomain adjacent to zinc finger domain protein 2B (Homo sapiens), Q9UIF8; AID 504333, 2011; Potency, µM (top dose mostly 114 µM), without a hit: top-dose activity change, negative = inhibition, hits mostly inhibitors; actives 4.4% (n = 360,000); AlphaScreen BAZ2B-H3K14Ac peptide displacement; note: potency is the fitted concentration of half-maximal effect; % is set by controls: 0 for no effect and ±100 for the full control effect; nearly all actives have a fitted effect of over 60% in size
#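 BAZ2B 50 nM plus b-H3(5-23)K14Ac 50 nM, PBS pH 7.4/0.01% Tween-20, 30 min RT; compound added (max 110 uM), 30 min RT; streptavidin donor/Ni-chelate acceptor beads 10 ug/mL final, 20 min dark; AlphaScreen read.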
# HP1b chromo inh – HTS for Inhibitors of HP1-beta Chromodomain Interactions with Methylated Histone Tails. AlphaScreen HP1-beta / biotin-H3K9me3 peptide binding. Chromobox protein homolog 1 (Homo sapiens), P83916. AID 540317, 2011. actives 0.56% (n = 390,000). Potency, µM (top dose mostly 114 µM), without a hit: top-dose activity change, negative = inhibition, actives largely listed as inhibitors; note: potency is the fitted concentration of half-maximal effect; nearly all actives have a fitted effect of over 70% in size; inactives centre near 23
# Target sequence (P83916 whole entry, looked up): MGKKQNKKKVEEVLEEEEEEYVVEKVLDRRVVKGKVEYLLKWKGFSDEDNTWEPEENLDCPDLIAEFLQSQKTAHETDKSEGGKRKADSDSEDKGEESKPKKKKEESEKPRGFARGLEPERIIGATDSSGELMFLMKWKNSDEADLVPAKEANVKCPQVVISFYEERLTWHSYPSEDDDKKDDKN
#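 AlphaScreen: HP1-beta (50 nM) preformed 30 min with biotin-H3(1-18)K9me3 peptide (50 nM) in PBS pH 7.4, 0.01% Tween-20. Compound added for 30 min at RT, then streptavidin donor/nickel chelate acceptor beads (10 ug/mL) for 30 min.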
# POLH inh – qHTS for Inhibitors of Polymerase Eta; AID 588591, 2011; DNA polymerase eta (Homo sapiens), Q9Y253; Potency, µM (highest dose often 114 µM), for inactives: top-dose activity change, negative = inhibition, most hits filed as inhibitors; actives 1.2% (n = 390,000); recombinant Pol eta, fluorescent DNA replication assay; note: potency is the fitted concentration of half-maximal effect; % is set by controls: 0 for no effect and ±100 for the full control effect
#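 Pol eta at 10 nM preincubated with compounds 15 min at room temperature; reaction started with fluorescent substrate (50 nM final) and read kinetically at 0 and 10 min.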
# Pin1 inhibitor – qHTS Assay to Find Inhibitors of Pin1; actives 0.009% (n = 390,000); Pin1 FP peptide displacement, HiFluor488, 10 min; Potency, µM (highest dose often 115 µM), inactives show top-dose activity, negative = inhibition, usual class: inhibitors; active = well fitted inhibition curve with a large enough effect in the polarisation, with a control signal flat, not every such curve was filed as active; inconclusive = small, poorly fitted or top-dose-only effect, or effect the other way, or a change in a side signal; inactive = no such curve, though single readings can be large or run the other way; the % refers to the polarisation; note: potency is the fitted concentration of half-maximal effect; % is set by controls: 0 for no effect and ±100 for the full control effect
# Target sequence (Q13526 whole entry, looked up): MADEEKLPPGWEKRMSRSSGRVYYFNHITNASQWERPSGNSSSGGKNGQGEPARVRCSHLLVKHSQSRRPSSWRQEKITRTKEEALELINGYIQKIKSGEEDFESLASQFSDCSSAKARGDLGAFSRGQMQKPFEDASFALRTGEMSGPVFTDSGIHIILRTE
# An asterisk follows results filed as active; i = inactive; u = inconclusive; x = no result given; & = joins results of further samples; [ ] = dose if it differs, or a comment. Unless noted, calls come from the whole dose curve; as a rule, active = well fitted curve in the direction sought with a large enough effect; inconclusive = small, poorly fitted or top-dose-only effect, or another doubt; inactive = no such curve, though single readings can be large; an effect the other way counts as inactive or inconclusive. Only part of the results is shown, so the mix of outcomes need not match the whole.
cpd	JMJD2A Tudor inh	GLS inh	G9a block	Tb PGK inh	PI4K2A block	BAZ2B inh	HP1b chromo inh	POLH inh	Pin1 inhibitor	mol
1	u	5%	u	-1%	-2	-5%	21%	-5%	0%	COc1ccc(-c2nnc(SCC(=O)NC3CCCc4ccccc43)n2N)cc1 (centres undefined)
2	-23%	17%	12%[12.7 µM]	-1%	-1	-17%	24%	0%	1%	CC(OC(=O)Cc1c[nH]c2ccccc12)C(=O)NC1CCCCC1C (centres undefined)
3	22µM*	2%&-10%	-4%[59 µM]	-11%	-1&-4&2	2%	19%	-4%[57.1 µM]	3%	NC(N)=Nc1nc(CSCC/C(N)=N/S(N)(=O)=O)cs1
4	-3%	0%	-14%	-12%	6	-5%	41%[activator]	-16%	-1%	CCN(CC)S(=O)(=O)c1ccc2[nH]cc(C(=O)NCCN3CCCCC3C)c(=O)c2c1 (centres undefined)
5	-14%	4%	14%	-2%	1	-15%	30%	-16%	u	COc1ccc(/C=N/NC(=O)c2ccc(Br)cc2)c(OC)c1
6	-24%	-11%	-42%	-2%	-2	-15%	24%	-16%	6%	CCCSc1nc2cc(OC)c(OC)cc2c(=N)n1CCCN1CCOCC1
7	-24%	2%	5%	-8%	0	-16%	35%	-2%	-2%	Cc1ccsc1C1C(C#N)=C(N)N(N(C)C)C2=C1C(=O)CC(C)(C)C2 (centres undefined)
8	-11%	41%[activator]	-10%	-1%	2	7%	46%[activator]	-11%	4%	CN(C)Cc1cc(CCNC(=O)c2ccc(Cl)cc2)ccc1O
9	-2%	1%	26%	-6%	-8	-32%	24%	-14%	2%	S=C1NCN(CCc2ccccc2)CN1Cc1ccccc1
10	-14%	-9%	-41%[59 µM]	4%	-1	12%	14%	6%	9%	CCOc1ccc(C(=O)NC2CCN(C(=O)Nc3ccccc3OC)CC2)cc1
11	-12%	3%	-12%[59 µM]	-5%	0	3%	59%[activator]	-11%	-16%	CC(C)C(=O)NC1CC(=O)N(c2ccc3c(c2)OCCO3)C1 (centres undefined)
12	-8%	-5%	0%[59 µM]	-5%	-2	-2%	37%[activator]	-4%	0%	CC1=C(C(=O)Nc2ccccc2)C(c2ccccn2)n2nc(SCc3ccccc3Cl)nc2N1 (centres undefined)
13	19%	u	x	1%	6	10%	40%[activator]	-7%	10%	CNC(=O)c1c(NC(=O)c2cccc(C)c2)sc2c1CCC2
14	-21%	-4%	u	-11%	-11	-9%	15%	-20%	-6%	O=C(NC(=S)NCCSc1ccccc1)c1cccnc1
15	-11%	74%[activator]	-32%[59 µM]	-4%	1	-27%	18%	-17%	-5%	O=C(CCN1CCN(c2ccccc2)CC1)Nc1nccs1
16	-3%	-1%	x	x	-1	10%	44%[activator]	-7%	4%	N#CCOc1nc(N2CCCCC2)nc(N2CCCCC2)n1
17	-9%	6%	19%	7%	2	-4%	15%	1%	-3%	O=C(NN1CCOCC1)c1ccc(Cl)cc1[N+](=O)[O-]
18	-10%	-4%	x	i	2	-2%	37%	-1%	-6%	Cc1oc(CC(C)C)cc1C(=O)NCCCC(=O)O
19	-27%	31%[activator]	x	-5%	0	u	15%	-1%	5%	O=C(NC(=S)N1CCN(c2ccc(O)cc2)CC1)c1cccs1
20	-1%	4%	u	-7%	-5	9%	17%	-3%	2%	CN(CC(=O)Nc1ccc(F)cc1)C(=O)c1ccc(OCc2ccccc2)cc1
21	0%	14%	-34%[12.7 µM]	-6%	-11	12%	10%	-19%	-5%	Cc1cc(C)n(C(=O)c2ccc(S(=O)(=O)NCC3CCCO3)cc2)n1 (centres undefined)
22	-28%	-10%	x	-2%	8	x	45%[activator]	-6%	2%	O=C(O)/C=C/C(=O)Nc1cccc2c1-c1ccccc1C2=O
23	-17%	11%	x	3%	0	-3%	13%	-4%	-9%	CCNc1nc(NCC)nc(N(C#N)CCOc2ccccc2)n1
24	-17%	2%	-7%	i	1	-20%	9%	-5%	-4%	Cc1ccc(S(=O)(=O)N2CCN(C(=O)Cc3ccsc3)CC2)c(C)c1
25	-7%	-10%	x	i	-1	x	12%[57 µM]	-16%	-18%	CC(=NNC(=O)C(C)SC(C)C(=O)NN=C(C)c1cccnc1)c1cccnc1 (centres undefined)
26	-2%	2%	u	3%	0	-14%	25%	-1%	2%	Cc1cc(NC(=O)C(=O)NCCN2CCN(S(C)(=O)=O)CC2)ccc1Br
27	-22%	0%	71µM*	-2%	-4	-7%	27%	4%	u	CNC(C)C#Cc1ccc2sc3cccc(OC)c3c(=O)c2c1 (centres undefined)
28	8%	u	-6%	-2%	1	-1%	62%[activator]	4%	1%	COc1ccc(N2C(=O)CC(NNC(=O)c3ccco3)C2=O)cc1 (centres undefined)
29	-1%	0%	-7%	-3%	1	1%	38%	-6%	9%	Cc1cccc(CS(=O)(=O)c2ncc(CO)n2C)c1
30	x	-23%	x	-2%	4	x	x	-8%	x	C[C@@H]1CN([C@H](C)CO)C(=O)c2cc(C#CC3CCCCC3)cnc2O[C@H]1CN(C)Cc1cccnc1
31	-10%	4%	x	-2%	-1	x	15%	-8%	-10%	C[C@@H]1CC[C@]2(C(=O)O)CC[C@]3(C)C(=CCC4[C@@]5(C)CC[C@H](O)[C@@](C)(C(=O)O)C5CC[C@]43C)C2[C@]1(C)O (some centres undefined)
32	-3%	0%	1%[59 µM]	-9%	-1	x	56%[activator]	-27%	-4%	Cc1cc(C)cc(N(CC(=O)NCCc2ccc(Cl)cc2)S(=O)(=O)c2c(C)noc2C)c1
33	-10%	-5%	x	-5%	2	x	15%	-28%	1%	Cc1cc2oc(C(=O)N3CCN(Cc4ccccc4)CC3)c(C)c2cc1C
34	-6%	17%	-41%[12.7 µM]	-8%	0	12%	9%	-12%	6%	CCC(C(=O)O)N1C(=O)c2ccccc2C1=O (centres undefined)
35	5%	8%	25µM*	1%	-3	-28%	30%	4%	2%	CC(=O)c1ccc(NC(=O)c2sc3nc(N4CCOCC4)c4c(c3c2N)CCCC4)cc1
36	-8%	6%	-9%[12.7 µM]	3%	0	-9%	8%	-4%	6%	CC1CCN(c2ccc([N+](=O)[O-])cc2C(=O)N2CCOCC2)CC1
37	u	23%	u	2%	0	50µM*	-60%	-14%	-1%	CCOC(=O)c1c(/N=C/c2cc(C)ccc2O)sc2c1CCC2
38	-14%	14%	14%	x	-3	8%	19%	9%	-4%	CC(C)c1c(O)nc(SCC(=O)N2CCOCC2)[nH]c1=O
39	-2%	7%	u	1%	-5	3%	47%[activator]	-6%	0%	c1ccc(-c2cn3nc(-c4ccccc4)cnc3n2)cc1
40	-9%	-6%	54%[activator][59 µM]	-6%	6	10%	22%	-22%	-2%	O=C(COC(=O)c1ccccc1N1C(=O)C2C3CCC(C3)C2C1=O)c1ccccc1 (centres undefined)
41	-1%	1%	8%	-8%	3	-12%	24%	4%	-3%	CCOc1ccc(S(=O)(=O)N2CCC(C(=O)NCC3CCCO3)CC2)cc1Cl (centres undefined)
42	0%	-10%	-3%[59 µM]	-8%	-1	5%	53%[activator]	-25%	-1%	CCS(=O)(=O)N1CC(=O)N(c2ccc(Cl)cc2C)C(C)(C(=O)NC2CCCCC2)C1 (centres undefined)

# Structural class, the entries above with an aryl methoxy group
cpd	JMJD2A Tudor inh	GLS inh	G9a block	Tb PGK inh	PI4K2A block	BAZ2B inh	HP1b chromo inh	POLH inh	Pin1 inhibitor	mol
1	u	5%	u	-1%	-2	-5%	21%	-5%	0%	COc1ccc(-c2nnc(SCC(=O)NC3CCCc4ccccc43)n2N)cc1 (centres undefined)
5	-14%	4%	14%	-2%	1	-15%	30%	-16%	u	COc1ccc(/C=N/NC(=O)c2ccc(Br)cc2)c(OC)c1
6	-24%	-11%	-42%	-2%	-2	-15%	24%	-16%	6%	CCCSc1nc2cc(OC)c(OC)cc2c(=N)n1CCCN1CCOCC1
10	-14%	-9%	-41%[59 µM]	4%	-1	12%	14%	6%	9%	CCOc1ccc(C(=O)NC2CCN(C(=O)Nc3ccccc3OC)CC2)cc1
27	-22%	0%	71µM*	-2%	-4	-7%	27%	4%	u	CNC(C)C#Cc1ccc2sc3cccc(OC)c3c(=O)c2c1 (centres undefined)
28	8%	u	-6%	-2%	1	-1%	62%[activator]	4%	1%	COc1ccc(N2C(=O)CC(NNC(=O)c3ccco3)C2=O)cc1 (centres undefined)
